GSH fluor = compound fluoresces at 488/530 nm on GSH beads. GSH beads flow cytometry, compound fluorescence 488/530 nm; active compounds read high. fluorescence (KMESF) at 10 µM. actives 0.25% (n = 190,000). AID 1776; in the data active = fluorescence above about 89;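 also: glutathione beads carrying GST-tagged Bcl family fusion proteins plus one bare bead set; values are compound well signal with DMSO vehicle wells as background; inactives centre near 16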
Bim-Bcl-2 = inhibitors of Bim-Bcl-2 interaction, human; Bead-based flow cytometry, Bim peptide-Bcl-2 binding; actives 0.06% (n = 190,000); inhibition, % at 10 µM; in the data active = inhibition above about 40%; inconclusive = no clear call, values can overlap the other calls;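 also: 0% = no compound wells with probe peptide and 100% = reference peptide inhibitor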
Target sequence (P10415 whole entry, looked up): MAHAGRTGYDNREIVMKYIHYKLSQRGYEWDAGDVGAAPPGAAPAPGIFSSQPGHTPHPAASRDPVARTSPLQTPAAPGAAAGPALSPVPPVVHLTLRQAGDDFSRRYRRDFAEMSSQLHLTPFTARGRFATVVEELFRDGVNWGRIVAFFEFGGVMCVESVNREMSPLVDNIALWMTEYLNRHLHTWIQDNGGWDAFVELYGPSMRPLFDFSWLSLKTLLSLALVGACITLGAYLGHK
Bcl-XL Bim block = disrupts Bim peptide binding to human Bcl-XL | Q07817 | bead flow cytometry, fluorescence | inhibition, % at 10 µM | actives 0.04% (n = 190,000)
Bcl-B Bim block = human Bim-Bcl-B interaction inhibition | bead-based flow cytometry, Bim peptide-Bcl-B binding | Q9HD36 | actives 0.073% (n = 190,000) | inhibition, % at 10 µM;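 also: 0% = tracer peptide without compound and 100% = reference inhibitor peptide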
Target sequence (Q9HD36 whole entry, looked up): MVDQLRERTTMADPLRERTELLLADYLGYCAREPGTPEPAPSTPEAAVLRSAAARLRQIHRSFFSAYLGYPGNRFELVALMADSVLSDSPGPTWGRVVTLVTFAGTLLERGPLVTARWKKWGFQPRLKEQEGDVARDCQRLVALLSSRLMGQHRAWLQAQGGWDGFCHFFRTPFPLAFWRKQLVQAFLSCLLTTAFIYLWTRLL
Bim-Bcl-W = human Bim-Bcl-W interaction inhibition. Q92843. bead-based flow cytometry, Bim peptide-Bcl-W binding. inhibition, % at 10 µM. actives 0.02% (n = 190,000);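 also: 0% = bound tracer without compound and 100% = peptide blocker; higher means less fluorescent Bim peptide bound to Bcl-W beads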
Target sequence (Q92843 whole entry, looked up): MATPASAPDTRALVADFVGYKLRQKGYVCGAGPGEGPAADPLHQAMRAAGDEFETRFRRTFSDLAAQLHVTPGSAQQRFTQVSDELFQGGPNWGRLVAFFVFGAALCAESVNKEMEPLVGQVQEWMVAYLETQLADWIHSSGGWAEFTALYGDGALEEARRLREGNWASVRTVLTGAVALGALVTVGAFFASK
ABCB1 block = human ABCB1 inhibition, ABCG2 as counter-screen; P08183; CCRF-Adr cells, JC-1 efflux, flow cytometry; inhibition, % at 6.6 µM; actives 0.067% (n = 190,000); AID 1326; in the data active = inhibition above about 40%;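 also: 0% = vehicle and 100% = reference inhibitor; higher value means more JC-1 retained so stronger ABCB1 efflux block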
Avidin fluor = compound fluoresces at 488/530 nm on avidin beads; compound fluorescence 488/530 nm, flow cytometry; active compounds read high; fluorescence (KMESF) at 10 µM; actives 0.38% (n = 220,000); in the data active = fluorescence above about 47; also: inactives centre near 10
Bim-Bfl-1 = disrupts Bim binding to human Bfl-1. Q16548. Bead-based flow cytometry, Bim-Bfl-1 binding inhibition. inhibition, % at 10 µM. actives 0.12% (n = 190,000);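 also: 0% = wells without compound plus tracer and 100% = blocker peptide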
RGS7-Gao reg = modulates binding of RGS7 to human Galphao. P09471. Multiplexed bead flow cytometry; actives lie on both sides. binding response (% of control), % at 10 µM. actives 0.35% (n = 220,000). AID 1439; in the data active = binding response below about 49% or above about 150%; inconclusive = no clear call, values can overlap the other calls; inactive = in between;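 also: fluorescent Galphao held in activated GDP-AlF4 state binding bead-coupled RGS7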
Target sequence (P09471 whole entry, looked up): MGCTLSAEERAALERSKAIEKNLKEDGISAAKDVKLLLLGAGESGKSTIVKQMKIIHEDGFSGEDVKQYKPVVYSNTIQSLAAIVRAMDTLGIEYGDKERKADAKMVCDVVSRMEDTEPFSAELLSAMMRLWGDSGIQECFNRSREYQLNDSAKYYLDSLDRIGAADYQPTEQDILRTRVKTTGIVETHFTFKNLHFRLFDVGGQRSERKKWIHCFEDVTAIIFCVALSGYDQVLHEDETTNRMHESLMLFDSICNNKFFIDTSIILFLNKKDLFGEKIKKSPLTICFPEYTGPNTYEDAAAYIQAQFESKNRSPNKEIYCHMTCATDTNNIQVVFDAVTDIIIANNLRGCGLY
RGS4-Gao reg = modulates binding of RGS4 to human Galphao; P09471; Multiplexed bead flow cytometry; actives lie on both sides; binding response (% of control), % at 10 µM; actives 0.33% (n = 220,000); AID 1415; in the data active = binding response below about 49% or above about 150%; inactive = in between;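 also: fluorescent Galphao activated with aluminum fluoride binding bead-coupled RGS4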
ABCG2 inh = human ABCG2 inhibition, ABCB1 as counter-screen; actives 0.1% (n = 190,000); IgMXP3 cells, JC-1 efflux, flow cytometry; inhibition, % at 6.6 µM; Q9UNQ0; AID 1325;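 active = inhibition above 80%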;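 also: 0% = DMSO and 100% = nicardipine control wells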
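Test system: ABCG2 IgMXP3 and barcoded ABCB1 CCRF-Adr cell mix; Schedule: cells with compound and JC-1, 10 min at 25 °C, rotating, no wash; Technique: flow cytometry of retained JC-1 fluorescence; Measure: % inhibition of efflux relative to nicardipine and DMSO; Controls: nicardipine high and DMSO low controls.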
* = called active by the depositor; ? = inconclusive; . = no result given; [ ] = dose if it differs, or a comment. Rule as the data show it, unless noted: active = inhibition above about 40%.

cpd | structure | GSH fluor | Bim-Bcl-2 | Bcl-XL Bim block | Bcl-B Bim block | Bim-Bcl-W | ABCB1 block | Avidin fluor | Bim-Bfl-1 | RGS7-Gao reg | RGS4-Gao reg | ABCG2 inh
1 | CC(C)(C)NC(=O)COC(=O)CNC(=O)c1cc(Cl)cc([N+](=O)[O-])c1 | 16 | -8 | -5 | -10 | -3 | 0.7 | 16 | -12 | 90 | 89 | 22
2 | COc1ccc(N(CC(=O)Nc2cccc(N(C)S(C)(=O)=O)c2)S(=O)(=O)c2ccc(C)cc2)cc1 | 10 | -4 | -1 | -2 | -4 | 0.7 | 2 | -7 | 97 | 100 | 0
3 | O=C(CN1CCOCC1)NN=C(c1ccccc1)c1ccccc1 | 20 | -2 | -6 | 3 | -2 | 1.0 | 9 | -1 | 102 | 102 | 4
4 | CCN(CC)c1ccc(Nc2nc(N3CCOCC3)c3ccccc3n2)cc1 | 10 | 11 | -2 | -33 | 23 | 0.4 | 26 | 54* | 99 | 87 | 1
5 | COc1cccc(/C(O)=C2/C(=O)C(=O)N(c3ccccn3)C2c2ccc(OC)c(OC)c2)c1 (stereo unspecified) | 9 | -4 | -3 | -3 | -2 | 0.2 | 27 | -2 | 104 | 96 | 1
6 | Cc1ccc(Cn2nc(C)c(NC(=O)C3(C)CC3(Br)Br)c2C)cc1 (stereo unspecified) | 18 | 2 | -9 | -5 | -4 | -0.2 | . | 0 | . | . | 0
7 | Cc1cc(C)c(NS(=O)(=O)c2cccc3cccnc23)c(C)c1 | 11 | 0 | 3 | 3 | 1 | 0.0 | 6 | 0 | 98 | 99 | 1
8 | CCCc1c(C)nn(-c2ncccc2[N+](=O)[O-])c1C | 18 | 0 | -1 | -1 | -2 | 0.5 | 10 | -7 | ? | 104 | 0
9 | Cc1cc(NC(=O)CCC(=O)N(Cc2ccco2)C(C)(C)C(=O)NC2CCCCC2)no1 | 27 | 0 | -5 | 0 | -1 | 0.3 | 6 | -1 | 99 | 105 | 0
10 | COCCCNC(=O)C(=O)N/N=C/c1ccc(OCC(=O)Nc2cccc(Cl)c2C)c(OC)c1 | 15 | -2 | 1 | 1 | 0 | 1.2 | 18 | 2 | 107 | 138 | 7
11 | COCCSc1nnc(NC(=O)c2ccc(OC)c([N+](=O)[O-])c2)s1 | 13 | 0 | -4 | -4 | -4 | 1.1 | 11 | -5 | 99 | 98 | 8
12 | Cc1ccccc1N(CC(=O)NCCc1ccccc1)C(=O)c1ccc(N2CCCC2)nc1 | 4 | -1 | -2 | -3 | 0 | 5.0 | 7 | -12 | 105 | 106 | 6
13 | O=C(COc1c(F)c(F)c(C(F)(F)F)c(F)c1F)Nc1ccc(N2CCOCC2)c(Cl)c1 | 24 | -12 | -8 | -9 | 0 | 0.5 | 14 | -18 | 100 | 100 | 9
14 | COc1ccc(OC)c(/C=c2\sc3nc(-c4cccs4)nn3c2=O)c1 | 55 | -7 | -2 | -9 | 1 | 0.2 | 6 | -10 | 106 | 102 | 0
15 | Cc1onc(-c2ccccc2)c1C(=O)Nc1nnc(N(C)Cc2ccccc2)s1 | 22 | -4 | -2 | -5 | 3 | 0.7 | 9 | -7 | 105 | 101 | 3
16 | CC(C)(C)C(=O)Nc1cc(S(=O)(=O)Nc2ccc(Cl)cc2)ccc1Cl | 10 | -4 | -6 | -7 | -2 | 0.3 | 13 | -13 | 98 | 98 | 13
17 | CCn1c(COc2ccc(C)cc2)nc2ccccc21 | 26 | 1 | 1 | 3 | 0 | 1.1 | 6 | 2 | 98 | 94 | 10
18 | Cc1c(C(=O)O)oc2c3c(ccc12)OCCO3 | 22 | 0 | 1 | 1 | 6 | 0.2 | 13 | 0 | 98 | 101 | 1
19 | CN1CCN(C(=O)/C(=C\c2cccs2)NC(=O)c2ccco2)CC1 | 10 | 3 | -4 | -1 | -1 | -0.2 | 5 | 2 | 101 | 105 | 0
20 | COc1ccc(CCNc2ncnc3cc(OC)c(OC)cc23)cc1OC | 11 | -2 | 0 | 1 | 0 | 0.4 | 22 | -4 | 104 | 103 | 4
21 | Cc1cnn(-c2nc(-c3ccccc3)cc(-c3ccccc3)n2)c1 | 15 | 0 | 0 | 2 | -2 | 2.3 | 11 | 4 | 99 | 98 | 19
22 | N#CCC(=O)N/N=C/c1ccc(OS(=O)(=O)c2ccccc2)cc1 | 28 | -7 | -8 | -9 | -3 | -0.1 | 12 | -14 | 104 | 103 | 1
23 | CN(C)c1nc(Oc2ccc(N)cc2)nc(N(C)C)n1 | 35 | -14 | -9 | -8 | -3 | 0.6 | 11 | -20 | 100 | 100 | 7
24 | O=C(c1cccnc1)N1C2CCC1CC(O)(c1ccc(F)cc1)C2 (stereo unspecified) | 35 | -8 | 4 | -7 | -1 | 0.5 | 12 | -13 | 102 | 96 | 1
25 | Cn1cc(/C=N/Nc2ccccc2)c2ccccc21 | 16 | -3 | -2 | -6 | 0 | -0.7 | 11 | -4 | ? | 102 | 0
26 | COc1ccc(-n2nc(C(=O)O)nc2-c2ccccc2)cc1 | 22 | 0 | -1 | 2 | 0 | 0.4 | 15 | 0 | 101 | 103 | 1
27 | COc1ccc(OC)c(Nc2nc(=O)c3cccnc3s2)c1 | 11 | 3 | 0 | -4 | 2 | -1.0 | 15 | 15 | 93 | 100 | -2
28 | C=CCNc1nc(NCCN2CCOCC2)nc(OC)n1 | 15 | -4 | -1 | -8 | 4 | 1.5 | 3 | -10 | 99 | 99 | 4
29 | Cc1ccc(C2C3CSCC=C3C(C#N)=C(N)C2(C#N)C#N)cc1 (stereo unspecified) | 32 | -1 | 0 | 0 | -2 | 0.0 | 4 | 3 | 95 | 97 | 0
30 | CC1CC(C)CN(C(=O)c2ccc(C#N)cc2)C1 (stereo unspecified) | 24 | 1 | 4 | 8 | -1 | 1.7 | 16 | 7 | 104 | 100 | 19

Three entries from above, with values under each structure.
Each structure is followed by: GSH fluor | Bim-Bcl-2 | Bcl-XL Bim block | Bcl-B Bim block | Bim-Bcl-W | ABCB1 block | Avidin fluor | Bim-Bfl-1 | RGS7-Gao reg | RGS4-Gao reg | ABCG2 inh
[28] C=CCNc1nc(NCCN2CCOCC2)nc(OC)n1
  15 | -4 | -1 | -8 | 4 | 1.5 | 3 | -10 | 99 | 99 | 4
[4] CCN(CC)c1ccc(Nc2nc(N3CCOCC3)c3ccccc3n2)cc1
  10 | 11 | -2 | -33 | 23 | 0.4 | 26 | 54* | 99 | 87 | 1
[26] COc1ccc(-n2nc(C(=O)O)nc2-c2ccccc2)cc1
  22 | 0 | -1 | 2 | 0 | 0.4 | 15 | 0 | 101 | 103 | 1

Additional structures follow:
cpd | structure | GSH fluor | Bim-Bcl-2 | Bcl-XL Bim block | Bcl-B Bim block | Bim-Bcl-W | ABCB1 block | Avidin fluor | Bim-Bfl-1 | RGS7-Gao reg | RGS4-Gao reg | ABCG2 inh
31 | Oc1ccc(-c2csc(NCc3ccco3)n2)cc1 | 10 | 2 | -1 | 1 | 4 | 0.4 | 34 | 2 | 106 | 103 | 2
32 | Cc1ccc(-n2nnnc2SCCNS(=O)(=O)c2ccccc2)cc1C | 13 | -1 | 4 | 6 | 1 | 0.2 | 13 | 2 | 97 | 96 | 1
33 | O=C(CCSc1ccccc1)OCn1nnc2ccccc2c1=O | 11 | 0 | 0 | -1 | 0 | 1.5 | 11 | -4 | ? | 99 | 5
34 | Cc1ccc2c(c1Br)/C(=N/N1C(=O)c3ccccc3C1=O)C(=O)N2 | 23 | 3 | 0 | 3 | 5 | 1.0 | 11 | 9 | 96 | 98 | 4
35 | Cc1ccccc1NC(=O)C(C)O/N=C/c1cccc([N+](=O)[O-])c1 (stereo unspecified) | 39 | -4 | 3 | -6 | 0 | 0.1 | 10 | -7 | 98 | 101 | 3
36 | CC(=O)c1ccc(NC(=S)NCc2cccnc2)cc1 | 15 | 1 | -1 | 4 | -5 | -0.5 | 10 | 4 | 100 | 105 | 4
37 | COc1ccc(NC(=O)Cn2cnc3ccccc3c2=O)cc1OC | 17 | -1 | -4 | -1 | 0 | 0.5 | 6 | -10 | 94 | 101 | 1
38 | Cn1c(=O)[nH]c(=O)c2c1nc(CN1CCN(c3ccc(F)cc3)CC1)n2CCCc1ccccc1 | 16 | 0 | -1 | -2 | 0 | 2.6 | 8 | 0 | 99 | 99 | 0
39 | CC1CN(C(=O)c2ccc(CNS(=O)(=O)c3cccc(C(F)(F)F)c3)cc2)CC(C)O1 (stereo unspecified) | 16 | 3 | 1 | 1 | -1 | -0.6 | 22 | 8 | 103 | 101 | 0
40 | COc1ccc(C(N)CCc2ccc(C)o2)cc1 (stereo unspecified) | 17 | 3 | 1 | 2 | 1 | 0.1 | 8 | 0 | 97 | 94 | 0
41 | COC(CNC(=O)c1cccnc1)OC | 16 | 0 | -3 | 0 | 0 | 0.9 | 5 | -1 | 96 | 94 | 1
42 | CCOC(=O)c1ccc(COC(=O)CNS(=O)(=O)c2ccccc2)cc1 | 20 | -2 | -4 | -4 | -2 | 0.6 | 5 | -6 | 103 | 104 | 7
43 | O=C1C2N=NN(CC(=O)N3N=C(c4ccccc4)CC3c3ccc([N+](=O)[O-])cc3)C2C(=O)N1c1ccccc1 (stereo unspecified) | 20 | -2 | 1 | 0 | 1 | 0.4 | 10 | -4 | ? | 109 | 0
44 | COC(=O)c1[nH]cnc1C(=O)c1ccccc1 | 21 | -1 | 0 | 0 | 0 | 0.7 | 37 | 0 | 100 | 101 | 2
45 | COc1ccc(N2C(=O)[C@@H]3Cc4ccccc4CN3C2=O)cc1 | 37 | -12 | -12 | -11 | -5 | 2.9 | 16 | -22 | 100 | 101 | 30
46 | Cc1nnsc1C(=O)N1CCCC(C(=O)c2ccc(C(F)(F)F)cc2)C1 (stereo unspecified) | 18 | 0 | -1 | 0 | 0 | 2.1 | 9 | 3 | 99 | 102 | 3
47 | COc1ccc(OC)c(NC(=O)CSc2nc3c(c(=O)n(C)c(=O)n3C)n2C)c1 | 11 | -5 | 5 | 0 | 1 | 0.7 | 19 | 0 | 93 | 96 | 1
48 | O=S(=O)(c1cccs1)N1CN(Cc2cccs2)c2nc3ccccc3nc21 | 40 | -13 | 1 | -10 | 2 | -0.5 | 10 | -15 | 103 | 103 | 1
49 | Cc1ccc(N=C(NO)c2nonc2N)c(C)c1 | 11 | 0 | -8 | -3 | -2 | -0.1 | 4 | -2 | 103 | 105 | 0
50 | Cc1ccc(NS(=O)(=O)c2cccc(C(=O)OCC(=O)NCc3ccco3)c2)cc1 | 231* | 6 | 11 | 6 | 6 | 0.6 | 8 | 9 | 148 | 163*[activator] | -1
51 | CCOC(=O)C(C)n1cnc2c(nnn2-c2ccc(C)cc2)c1=O (stereo unspecified) | 12 | -10 | -7 | -6 | -4 | 0.0 | 7 | -9 | 97 | 92 | 0
52 | O=C(NC(=Nc1nc2ccccc2o1)NC(=O)c1ccccc1)c1ccccc1 | 17 | 2 | -3 | -7 | -2 | -0.4 | 2 | 1 | 100 | 99 | -1
53 | O=C(CSc1nc(-c2ccccc2)cs1)Nc1cccc([N+](=O)[O-])c1 | 15 | -9 | -2 | -1 | -2 | 0.8 | 21 | -10 | 106 | 105 | 9
54 | CCN(CC)CCNC(=O)c1cccc(NC(=O)C(=O)c2ccccc2NC(C)=O)c1 | 11 | 1 | -1 | 0 | 0 | 0.0 | 21 | -2 | 103 | 103 | 0
55 | NC(=O)c1c(NC(=O)CSc2nnc(Cc3ccccc3)n2Cc2ccco2)sc2c1CCC2 | 17 | -5 | -1 | -2 | -1 | 1.4 | 2 | 0 | 85 | 77 | 3

The order is random; overall some 1.3% were active at least once.
